S3 lipid droplet: qHTS Assay for Lipid Storage Modulators in Drosophila S3 Cells. Drosophila S3 cells, BODIPY lipid droplet fluorescence, 18-24 h; cells fed with added oleic acid. lipid storage change, negative = inhibition, % at the top dose, mostly 46.1 µM; hits show Potency in µM. 0.64% of 320,000 active; active = well fitted inhibition curve with a large enough effect in the signal ratio, with a control signal flat, not every such curve was filed as active; inconclusive = small, poorly fitted or top-dose-only effect, or effect the other way, or a change in a side signal; the % refers to the signal ratio
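Drosophila S3 cells loaded with oleic acid (400 uM, as added) and compounds at several concentrations; lipid droplets imaged by 488-nm laser-scanning cytometry, 500–530 nm intensity and object ratio to cell channel. Percent activity normalized to 20 uM Triacsin C.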
S3 lipid droplet cell count max: further read-out of S3 lipid droplet, marked with its call; cell number change, %; measured here: cell count max response;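 cells counted by Cell Tracker Red CMTPX staining in the red channel; peak over a dose series mostly up to 46.1 µM; percent activity relative to internal control wells on each plate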
* hit, by the source's call; i = inactive; ? = inconclusive; . = not tested or not shown; [ ] = dose if it differs, or a comment. % is scaled to controls: 0 for no effect and ±100 for the full control effect; potency is read from the fitted curve at half-maximal effect. A portion of the library (hit frequency here may not be typical).

Start of the listing, in advance (2 entries):
cpd	SMILES	S3 lipid droplet	S3 lipid droplet cell count max
1	Cc1ccc(NC(=O)C2CCCN(S(=O)(=O)c3c(C)noc3C)C2)cc1 (centres undefined)	0%	3
2	Cc1cc(C)nc(NC(=O)C(C)N2C(=O)c3ccccc3C2=O)n1 (centres undefined)	-7%	3

Results, previewed entries included:
cpd	SMILES	S3 lipid droplet	S3 lipid droplet cell count max
1	Cc1ccc(NC(=O)C2CCCN(S(=O)(=O)c3c(C)noc3C)C2)cc1 (centres undefined)	0%	3
2	Cc1cc(C)nc(NC(=O)C(C)N2C(=O)c3ccccc3C2=O)n1 (centres undefined)	-7%	3
3	CC(O)CC(C)O (centres undefined)	16%	9
4	Cc1c(C(=O)Nc2cccc(C(F)(F)F)c2)oc2ccc(S(=O)(=O)N3CCOCC3)cc12	?	.
5	Clc1cccc(CSc2nnc(-c3c[nH]c4ccccc34)o2)c1	?	.
6	CC(C)c1cc(C(=O)Nc2cc(Cl)ccc2O)no1	-10%	5
7	c1cncc(-c2nnc(-c3cccnc3)nn2)c1	?	.
8	Cn1cccc1C(=O)NCC1COc2ccccc2O1 (centres undefined)	?	.
9	CCCCn1ccnc1C	?	.
10	O=S(=O)(Nc1ccc(Oc2ncccn2)c(Cl)c1)c1ccc(Cl)cc1	?	.
11	Cc1ccc(S(=O)(=O)N/N=C/c2cc(Br)ccc2O)cc1	5%	5
12	CCCCC1(CC(=O)OC)C(=O)N(c2ccccc2)N(c2ccccc2)C1=O	-1%	6
13	Cc1c(C(=O)C(=O)NCCC2=CCCCC2)c2ccccc2n1C	?	.
14	Cc1cccc(-n2ncc3c(N(CCO)CCO)ncnc32)c1	-3%	-2
15	FC(F)(F)c1nnc2sc(-c3ccncc3)nn12	i	.
16	CC1CCCC(NC(=O)COC(=O)[C@@H](NC(=O)c2ccco2)C(C)C)C1C (some centres undefined)	?	.
17	NC1=NC2(CCC(c3ccccc3)CC2)n2c(nc3ccccc32)N1 (centres undefined)	?	.
18	O=C(NCc1ccccc1)c1cc2ccccc2oc1=O	i	6
19	COc1ccccc1N1CCN(C(=O)c2ccccc2NC(=O)C2CCCCC2C(=O)O)CC1 (centres undefined)	?	.
20	CC1=C(C(=O)NC2CCCc3c2cnn3-c2cccc(C)c2C)OCCO1 (centres undefined)	?	.
21	CCN(CC)S(=O)(=O)c1ccc(N2CCN(C)CC2)c(NC(=O)COc2ccc(F)cc2Cl)c1	?	.
22	COc1cc(C2Nc3ccccc3NC3=C2C(=O)CC(c2ccc(OC)c(OC)c2)C3)ccc1O (centres undefined)	-7%	-15
23	O=C(C1CCN(CC2CCCCC2)CC1)N1CCCC1	3%	13
24	O=C(CCC(=O)c1ccc(F)cc1)Nc1cccc(C(F)(F)F)c1	-22%	-4
25	O=C(COC(=O)c1ccc(F)cc1Cl)NC(=O)NC1CCCC1	?	.
26	O=C1CSC(c2cccnc2)N1c1cccc(Cl)c1 (centres undefined)	?	.
27	CC1=C(C(=O)Nc2ccc(Cl)cc2)C(c2cccs2)n2nnnc2N1 (centres undefined)	-1%	-9
28	Cn1c(=O)c2c(ncn2CC(=O)N/N=C/C=C/c2ccccc2[N+](=O)[O-])n(C)c1=O	?	.
29	CC1CCC(NC(=O)CC(C)(C)Cc2nc3ccccc3c(=O)[nH]2)CC1 (centres undefined)	-25%	22
30	COc1ccc(S(=O)(=O)Nc2ccccc2Cl)cc1NC(C)=O	?	.
31	CCN(CC)S(=O)(=O)c1ccc(OC)c(NC(=O)C2CC(=O)N(c3ccc(C)cc3)C2)c1 (centres undefined)	?	.
32	CN(NC1OC(=O)c2ccccc21)c1ccccc1[N+](=O)[O-] (centres undefined)	?	.
33	CCCCOP(=O)(OCCCC)C(Nc1ccccc1)c1ccc2c(c1)OCO2 (centres undefined)	4%	-2
34	N=c1oc2ccc3ccccc3c2cc1-c1nc(-c2ccccc2)cs1	?	.
35	Cn1ncc(C#N)c1/N=C/N1CCOCC1	11%	12
36	O=C(c1ccc(Cl)cc1)N1CCCC(c2ccccc2)=N1	-6%	8
37	O=C(NCC1CCCO1)c1ccccc1-c1nc(-c2ccccc2)no1 (centres undefined)	?	.
38	Cc1ccc(C(=O)C[n+]2cc(Br)cc(Br)c2)cc1[N+](=O)[O-]	6%	11
39	Cc1cc(C(c2nnnn2Cc2ccccc2)N2CCOCC2)c(C)n1-c1ccc2c(c1)OCO2 (centres undefined)	i	-7
40	COc1ccc(C(=O)Nc2cc(C)nn2-c2ccc(C)cc2)cc1	?	.
41	COc1ccc(OC)c(C(=O)Cn2c3[n+](c4ccc(C(F)(F)F)cc42)CCCCC3)c1	-20%	-25
42	CC1(C)Cc2nc3oc4c(N(CCO)Cc5ccccc5)ncnc4c3cc2CO1	?	.
43	COCCCN1C(=O)c2ccc(C(=O)OCC(=O)N(CCC#N)c3cc(C)cc(C)c3)cc2C1=O	?	.
44	CC(CN1CCOCC1)OC(=O)/C=C/c1ccccc1 (centres undefined)	?	.
45	COc1ccc(C(CNC(=O)c2ccc(S(=O)(=O)N3CCCC3)cc2)N(C)C)cc1OC (centres undefined)	?	.
46	CCOC(=O)c1ccccc1NC(=O)COc1ccccc1	?	.
47	CCOc1cc(S(=O)(=O)NC2CC(C)(C)NC(C)(C)C2)ccc1F	?	.
48	CN1CCN(C(=O)c2ccccc2-c2nc(-c3ccc(Cl)cc3)no2)CC1	i	5
49	COc1cccc(CN(C)C(=O)CCNC(=O)c2ccc(Br)cc2)c1	-18%	5
50	O=C(COC(=O)Cc1ccc(Cl)cc1)NCc1ccc2c(c1)OCO2	?	.

Remaining list, next part:
cpd	SMILES	S3 lipid droplet	S3 lipid droplet cell count max
51	COc1ccccc1CNC(=O)c1cccc(N(C)C)c1	i	.
52	CC1(C)CC(=O)CC(C)(C)N1OC(=O)c1ccncc1	?	.
53	CC(C)OC(=O)NC(C)(C)COC(=O)Nc1cccc(Cl)c1	?	.
54	O=C(CN1C(=O)/C(=C\c2ccccc2Cl)Oc2ccccc21)NCc1cccnc1	?	.
55	CC(C)n1c(N)c(C#N)c2ccc([N+](=O)[O-])cc2c1=O	-3%	17
56	CCOc1ccc(C(=O)N2CCCC(c3nc(-c4cccs4)no3)C2)cc1 (centres undefined)	?	.
57	Cc1cc(C)c(NC(=O)COC(=O)C2CCN(c3ccc(C(F)(F)F)cn3)CC2)c(Cl)c1	i[0.0737 µM]	26
58	COc1ccc(/C=N/NC(=O)c2cc[n+]([O-])cc2)cc1OC	7%	2
59	CCCCCn1nc(C(=O)OCc2nnc(-c3ccccc3)o2)c2ccccc2c1=O	28%	20
60	Clc1ccc(CSc2nnc(CN3CCOCC3)n2-c2ccccc2)cc1Cl	?	.

Sorted by value in S3 lipid droplet cell count max (smallest number first): 3 of the compounds above
# | SMILES | S3 lipid droplet cell count max
55 | CC(C)n1c(N)c(C#N)c2ccc([N+](=O)[O-])cc2c1=O | 17
59 | CCCCCn1nc(C(=O)OCc2nnc(-c3ccccc3)o2)c2ccccc2c1=O | 20
57 | Cc1cc(C)c(NC(=O)COC(=O)C2CCN(c3ccc(C(F)(F)F)cn3)CC2)c(Cl)c1 | 26

Whole records from above:
Cc1cc(C)c(NC(=O)COC(=O)C2CCN(c3ccc(C(F)(F)F)cn3)CC2)c(Cl)c1 as listed: S3 lipid droplet: i[0.0737 µM]; S3 lipid droplet cell count max: 26
CC(C)OC(=O)NC(C)(C)COC(=O)Nc1cccc(Cl)c1 as listed: S3 lipid droplet: ?; S3 lipid droplet cell count max: .

(next part)
cpd	SMILES	S3 lipid droplet	S3 lipid droplet cell count max
61	CN(CC(=O)Nc1ccc(F)c(F)c1F)C(=O)CCN1C(=O)C2CCCCC2C1=O (centres undefined)	-2%	-4
62	O=C(N1CCCCCC1)N1CCN(S(=O)(=O)N2CCCCC2)CC1	?	.
63	COc1ccc(CCNC(=O)CSc2n[nH]c(N)n2)cc1	?	.
64	COc1cc(C(=O)NCCOc2ccc(Cl)cc2)ccc1OCc1c(C)noc1C	?	.
65	Fc1ccc(C(c2nnnn2C2CCCC2)N2CCN(Cc3ccccc3)CC2)cc1 (centres undefined)	?	.
66	COc1ccc(S(=O)(=O)Nc2cccnc2)c(C)c1C	?	.
67	COC(=O)C1=C(C)N(CCCC(=O)O)C(=O)NC1c1ccc(C(F)(F)F)cc1 (centres undefined)	?	.
68	Cc1ccccc1CSc1ccc2nnc(-c3ccccn3)n2n1	?	.
69	CCCC[C@H]1COCCS(=O)(=O)N1Cc1ccc(C)cc1	?	.
70	CC1=NN(c2ccccc2)C(=O)/C1=C/c1ccc[nH]1	?	.
71	CCc1nnc(NS(=O)(=O)c2ccc(NC(=O)c3ccccc3C)cc2)s1	1%	.
72	COc1ccc(Cl)cc1NC(=O)N1CCN(CCc2ccccc2)CC1	?	.
73	O=C(O)CCc1ccc(-c2ccc(F)cc2)n1CCC(=O)O	?	.
74	O=C(Nc1cc(C(=O)N2CCCC2)ccc1N1CCCC1)c1ccccc1F	i	19
75	O=C(CCC(=O)Nc1cccc2ccccc12)N/N=C/c1ccco1	2%	-2
76	Oc1ccc(N=Cc2ccc(-c3cccs3)s2)cc1	8%	.
77	CCCCC1(c2ccc(F)cc2)NC(=O)N(CC(=O)N2CCN(C(=O)c3ccco3)CC2)C1=O (centres undefined)	?	.
78	OCC1(CCc2ccccc2)CCN(Cc2ccccc2Cl)CC1	5%	4
79	O=[N+]([O-])c1ccc2n[nH]nc2c1	?	.
80	Cc1ccc(C(=O)Nc2nc(-c3ccccn3)cs2)cc1S(=O)(=O)N1CCOCC1	?	.

Two records drawn at random from the list so far, as already listed:
cpd	SMILES	S3 lipid droplet	S3 lipid droplet cell count max
72	COc1ccc(Cl)cc1NC(=O)N1CCN(CCc2ccccc2)CC1	?	.
71	CCc1nnc(NS(=O)(=O)c2ccc(NC(=O)c3ccccc3C)cc2)s1	1%	.

Next section.
cpd	SMILES	S3 lipid droplet	S3 lipid droplet cell count max
81	COc1ccc(NC(=O)c2ccc3c(c2)C(=O)N(Cc2cccnc2)C3=O)cc1	?	.
82	COc1ccccc1CNC(=O)COC(=O)CSc1ccc(F)cc1	?	.
83	CC(C)=CCC/C(C)=C/CCC(C)NCCN1CCNCC1 (centres undefined)	?	.
84	CSc1ccc(CN(C)CC(=O)Nc2ccc(NC(C)=O)cc2)cc1	3%	9
85	O=C1c2ccccc2-c2cccc(C(=O)N3CCN(C(=O)c4ccccc4)CC3)c21	?	.
86	O=C(CCCCCC(=O)N(CCO)CCO)N(CCO)CCO	-3%	15
87	COc1ccc(N2C(=O)N(Cc3cccc(F)c3)c3ccccc3S2(=O)=O)cc1	-1%	29
88	COc1cc(C(C)=O)ccc1OCC(O)CN1CCN(c2ccccn2)CC1 (centres undefined)	-8%	22
89	O=c1c[n+]([O-])c2ccccc2n1OCc1ccccn1	i	.
90	CC(C)CN(C(=O)COC(=O)c1c(Cl)ccc(Cl)c1Cl)C1CCS(=O)(=O)C1 (centres undefined)	?	.
91	O=C(Nc1cc([N+](=O)[O-])ccc1F)c1ccc2ccccc2c1	?	.
92	COC(=O)c1ccc(C(=O)Nc2nc3cc(N)c(C)cc3s2)cc1	?	.
93	Cc1sc(NC(=O)/C=C/C(=O)O)c(C(N)=O)c1-c1ccc(C(C)(C)C)cc1	?	.
94	Cc1cc(OCC(=O)OCC(=O)c2c(N)n(C)c(=O)n(C)c2=O)ccc1Cl	?	.
95	O=C(COC(=O)c1cccc(-n2cnnn2)c1)Nc1c(Cl)cccc1C(F)(F)F	-19%	.
96	Nc1nn(-c2cccc(F)n2)cc1-c1ccc(Cl)cc1	?	.
97	Cc1cc(NC(=O)CCC(=O)N(Cc2ccco2)C2(C(=O)NC3CCCC3)CCCCC2)no1	?	.
98	Cc1csc2nc(O)c(C(=O)NCCCc3ccccc3)c(=O)n12	?	.
99	CC(C(=O)N1CCCc2ccccc21)N1C(=O)c2ccccc2C1=O (centres undefined)	4%	-1
100	O=C(COC(=O)c1cc(=O)[nH]c2ccc(Br)cc12)c1ccccc1	-1%	-1
101	Cc1c(Cl)ccc2sc(NC(=O)CN3C(=O)c4ccccc4C3=O)nc12	0%	6
102	O=[N+]([O-])c1ccc(N2CCN(CCO)CC2)cc1Sc1ccccn1	?	.
103	Cc1ccc(/C=C/C(=O)NC(C)c2ccccc2)cc1 (centres undefined)	17%	.
104	CNC(=O)C(=O)N/N=C/c1ccccn1	-5%	-7
105	CCOc1cc(S(=O)(=O)Nc2ccc(Cl)cn2)ccc1F	?	.
106	COC(=O)C1=C(C)OC(N)=C(C#N)C1c1ccc(OC)c(CSc2ccccn2)c1 (centres undefined)	?	.
107	COc1ccc(/C=N/Nc2nc(-c3ccc(C)cc3)c(C#N)c(=O)[nH]2)cc1	?	.
108	Nc1cc(=O)[nH]n1C1CCN(c2ccccc2)CC1	?	.
109	O=C(Cn1nc(-c2ccccc2Cl)ccc1=O)Nc1ccccc1-c1ccccc1	6%	6
110	Cc1ccc(C(=O)N/N=C/c2ccc(OC(=O)c3ccccc3Cl)cc2)cn1	?	.
111	CC(=O)OC(C(=O)NCCc1ccccc1)c1cccnc1 (centres undefined)	?	.
112	CCc1ccccc1NC(=O)c1cc([N+](=O)[O-])ccc1N1CCOCC1	?	.
113	Cc1nc2ccc(NC(=O)c3ccc(S(=O)(=O)N(C)C)cc3)cc2s1	?	.
114	O=C(c1cc2cc(Br)ccc2o1)N1CCOCC1	12%	13
115	COC(=O)c1[nH]c(C)c(/C(O)=C2\C(=O)C(=O)N(CCN(C)C)C2c2ccccc2OC)c1C (centres undefined)	i	.
116	COC(=O)C(C)N1C(=O)S/C(=C/c2cc(C)n(C(C)C)c2C)C1=O (centres undefined)	?	.
117	COc1ccc(C(=O)OCC(=O)N2CCCCC2)cc1[N+](=O)[O-]	?	.
118	COc1ccc(Cl)cc1C(=O)NCCN1CCOCC1	?	.
119	CCOc1ccccc1C(C(=O)NCCOC)N(CCOC)C(=O)Cn1nnc2ccccc21 (centres undefined)	-34%	.
